D1 mod = D1 CRE-luciferase signal change, two-sided – cell-based, HEK293 D1, dopamine EC30, D1 allosteric modulator project, primary screen. AID 641, 2007. B-score at 10 µM. D(1A) dopamine receptor (Homo sapiens), P21728. dopamine EC30 potentiation; actives deviate in either direction. actives 5.9% (n = 58,000);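 active = luminescence count or its row- and column-corrected plate score outside the 99.7% band of the plate's sample wells, on either side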
Target sequence (P21728 whole entry, looked up): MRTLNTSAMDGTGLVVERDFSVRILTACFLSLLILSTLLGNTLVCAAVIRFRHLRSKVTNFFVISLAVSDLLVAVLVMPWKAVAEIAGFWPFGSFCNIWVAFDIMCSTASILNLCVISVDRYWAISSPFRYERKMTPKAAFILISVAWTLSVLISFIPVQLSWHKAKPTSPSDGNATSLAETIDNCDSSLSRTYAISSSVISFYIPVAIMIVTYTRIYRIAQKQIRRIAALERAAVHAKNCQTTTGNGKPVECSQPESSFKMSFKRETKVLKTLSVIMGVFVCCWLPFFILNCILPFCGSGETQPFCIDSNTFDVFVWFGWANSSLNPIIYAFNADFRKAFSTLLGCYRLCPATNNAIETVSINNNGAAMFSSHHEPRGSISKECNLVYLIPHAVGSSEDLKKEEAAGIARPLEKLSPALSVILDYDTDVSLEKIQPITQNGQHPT
NADH coupling = inhibitors of PK/LDH coupling enzymes, profiling panel, artefact control, biochemical, MLSMR library. coupled PK/LDH NADH assays, four targets. IC50, µM (highest dose often 10 µM), inactives show at the top dose inhibition. actives 0.02% (n = 65,000). AID 774, 2007;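 active = single-dose screening hits from any of four coupled enzyme assays that gave an IC50 when retested across doses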;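 note: the DPM-DC format reads NADH fluorescence rather than 340 nm absorbance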
M1 ag = M1 muscarinic receptor agonists, primary screen, CHO-M1 cells, Fluo-4 calcium, agonist mode; actives 3% (n = 64,000); Fluo-4 calcium fluorescence; stronger effect = higher value; B-score at 10 µM;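 active = fluorescence rise, raw or as B-score row- and column-corrected plate score, outside the 99.7% band of its plate's samples, either direction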
Autofluor 339 = intrinsic fluorescence of library compounds, ex339/em460 – biochemical, MLSMR library, data from DPM-DC assay, artefact control, profiling panel; compound autofluorescence, ex339/em460 nm, NADH buffer; stronger effect = higher value; 1 = no-compound wells, NADH background; fluorescence fold increase at 10 µM; actives 5.5% (n = 65,000);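 active = at 10 µM, mean starting fluorescence two-fold or more over control wells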;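 note: signal is the first read of a kinetic run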
Hsp90 block = tumor Hsp90 inhibitors, primary screen, cell lysate, fluorescence polarization, NCI-N417 lysate; Cy3B-geldanamycin FP displacement; actives 0.35% (n = 64,000); inhibition, % at 30 µM;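 active = inhibition above 50%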;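 note: 0% = tracer plus lysate wells and 100% = tracer alone without lysate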
E coli RNAP = E. coli RNAP inhibitors, biochemical. DNA-directed RNA polymerase subunit beta (Escherichia coli (strain K12)), P0A8V2. E. coli RNA polymerase, fluorescence transcription assay. inhibition, %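 (tested at 10 µM)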. actives 0.2% (n = 62,000). AID 559, 2006; in the data active = inhibition above about 20%;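 note: 0% = enzyme without compound and 100% = no enzyme blank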
HER2 expr 66K = inhibitors of Her2 protein expression, primary screen, SKBR-3 cells, AlphaScreen, 66K library; Receptor tyrosine-protein kinase erbB-2 (Homo sapiens), P04626; SKBR-3 HER2 protein level, 18-24 h; stronger effect = lower value; HER2 level % of control, % at 10 µM; actives 0.69% (n = 65,000);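 active = HER2 level under 5% of the carrier-only control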;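 note: 100% = DMSO carrier and 0% = 500 nM PU-H71 HSP90 inhibitor; lower value means stronger loss of Her2 protein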
M1 antagonist = antagonists of rat M1 muscarinic receptor. CHO-M1 cells, Fluo-4 calcium, ACh EC80 antagonist mode; stronger effect = lower value. B-score at 10 µM. actives 3.4% (n = 64,000). AID 628, 2007;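 active = calcium fluorescence response, raw or row-and-column corrected B-score, differing from the plate sample mean either way at a set confidence level, mostly lower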
5HT1a ag = human 5-HT1a receptor agonists, primary screen, cell-based, CHO, Ga15 NFAT-bla reporter; 5-hydroxytryptamine receptor 1A (Homo sapiens), P08908; CHO 5-HT1a Ga15 NFAT-bla reporter, FRET ratio; 0% basal, 100% maximal reference agonist; activation, % at 10 µM; actives 0.56% (n = 65,000); AID 567, 2006;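 active = activation above the screen-wide mean activation plus 3 SD, cut at about 19% in these data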;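 note: 0% = DMSO wells and 100% = 5-CT at EC100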
Target sequence (P08908 whole entry, looked up): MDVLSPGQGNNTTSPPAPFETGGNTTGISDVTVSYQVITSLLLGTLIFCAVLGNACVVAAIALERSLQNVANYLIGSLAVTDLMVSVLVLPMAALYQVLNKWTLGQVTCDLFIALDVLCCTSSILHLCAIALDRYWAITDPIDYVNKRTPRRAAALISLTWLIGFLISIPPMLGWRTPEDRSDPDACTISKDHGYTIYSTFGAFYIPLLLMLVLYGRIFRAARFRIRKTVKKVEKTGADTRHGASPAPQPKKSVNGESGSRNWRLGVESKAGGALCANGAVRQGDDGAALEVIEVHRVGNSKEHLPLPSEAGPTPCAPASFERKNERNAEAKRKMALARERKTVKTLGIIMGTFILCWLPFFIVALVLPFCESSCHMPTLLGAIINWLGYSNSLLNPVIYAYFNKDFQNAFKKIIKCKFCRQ
Active calls of the source: *; nt = not tested or not shown; [ ] = another dose, or the depositor's remark.

SMILES | D1 mod | NADH coupling | M1 ag | Autofluor 339 | Hsp90 block | E coli RNAP | HER2 expr 66K | M1 antagonist | 5HT1a ag
Nc1nc2n(n1)C(c1cccs1)CC(c1ccc(F)cc1)N2 (centres undefined) | nt | 2% | -0.33 | 1.1 | -6 | nt | 89 | 0.57 | -1.5
C=CCc1c(C)c(C#N)c2nc3ccccc3n2c1N1CCN(C)CC1 | 16* | 7% | -0.042 | 1.1 | -4 | 2 | 116 | 1.1 | -0.1
COc1ccc2cc(C(c3nnnn3Cc3ccc(F)cc3)N3CCCCCC3)c(=O)[nH]c2c1 (centres undefined) | nt | 8% | -1.1 | 1.4 | -5 | 7 | 73 | 0.16 | 1.2
CO/C([O-])=N/c1c[n+](-c2ccc(C)cc2)no1 | -0.96 | 3% | 0.4 | 1 | 0 | 7 | 85 | -0.015 | -2.6
Cc1occc1C(=O)Nc1ccc2c(c1)CCC2 | -2.2 | 3% | 0.87 | 1.1 | -11 | 9 | 144 | -0.14 | -2.1
Cc1cccc(OCC(=O)N(Cc2cccs2)C2CCS(=O)(=O)C2)c1 (centres undefined) | 0.27 | 2% | -0.027 | 1.1 | -9 | 13 | 99 | 0.029 | -0.3
COc1ccc(NC(=O)CCc2nc(-c3ccccc3F)no2)cc1 | -0.048 | 2% | -2.3 | 1.1 | -1 | 7 | 249 | 0.18 | 2.0
Clc1ccccc1CSc1nnc(-c2cccnc2)n1Cc1ccco1 | 1.4 | 5% | -1.8 | 1.1 | nt | -2 | 102 | 0.5 | -2.2
COc1cccc(NC(=O)CNC(=O)c2ccc(F)cc2)c1 | 0.56 | 5% | -0.021 | 1.1 | 3 | 5 | 111 | -0.2 | -0.3
O=C1CNC(=O)/C1=C\N1CCCCC1 | 0.15 | 4% | 1 | 1.1 | -1 | 0 | 98 | 0.41 | -6.1
S=c1[nH]nc(-c2cccc(Br)c2)o1 | -0.62 | 12% | 0.16 | 1.2 | 2 | 4 | 96 | -0.42 | -6.6
Cc1ccc(C(C)C)c(OCCn2c(=O)oc3ccccc32)c1 | 0.35 | 10% | -1.2 | 1 | -6 | -1 | 60 | 0.2 | -2.7
CCC1Sc2ccccc2N(CC(=O)NCCC(C)C)C1=O (centres undefined) | -0.061 | 8% | 0.25 | 1.1 | -5 | 7 | 68 | -0.47 | 0.2
COC(=O)CC[C@@H](C(=O)O)N1C(=O)c2ccccc2C1=O | -0.62 | 4% | -0.043 | 1.1 | -1 | 5 | 78 | -0.0093 | -3.9
Cc1occc1-c1nnc(SCC(=O)N2CCN(c3ccccc3)CC2)n1C | -0.089 | 7% | -0.35 | 1.1 | -1 | 5 | 91 | -0.18 | -2.5
Cc1ccc(NC(=O)COC(=O)c2ccc3c(c2)NC(=O)C2CCCN32)cc1 (centres undefined) | -0.42 | 12% | -0.55 | 1.4 | -6 | 2 | 243 | -0.082 | 0.8
Cc1cccc(C)c1NC(=O)N1CCC(N2CCCCC2)CC1 | 0.15 | 6% | 0.23 | 1.1 | 0 | 4 | 79 | -0.34 | -2.8
CC(=O)Nc1ccc2c(c1)nc(CCN1CCN(C)CC1)n2C | 0.42 | 2% | -0.21 | 1.1 | -1 | 4 | 78 | 0.0065 | 0.4
CCOc1ccc(Nc2oc(-c3ccco3)nc2C#N)cc1 | 4* | 3% | 0.4 | 1.3 | 1 | 4 | 99 | 1.4 | -2.2
CC(C)(C)NS(=O)(=O)c1ccc(CCC(=O)O)cc1 | nt | 2% | -0.36 | 1.1 | -7 | 5 | 107 | -0.00026 | -5.5
O=c1[nH]ncc2c3ccccc3n(Cc3ccc(F)cc3)c12 | nt | 7% | -0.71 | 1.2 | -1 | 6 | 168 | 0.054 | -3.0
CC1CCCN(C(=O)c2ccc3nc[nH]c3c2)C1 (centres undefined) | -0.24 | 0% | 0.25 | 1.1 | 3 | 0 | 112 | -0.99 | -1.3
O=C(Nc1ccccc1C(F)(F)F)N1CCN(c2ccc3nnc(-c4ccc(F)cc4)n3n2)CC1 | 3.9* | 7% | -0.13 | 1.2 | -3 | 4 | 30 | 0.66 | 1.1
O=C(C1=C(O)C(=O)N(Cc2ccccc2)C1c1ccncc1)c1ccco1 (centres undefined) | -0.069 | 3% | -1.1 | 0.99 | -1 | -9 | 73 | -0.013 | 1.1
O=C(COC(=O)c1cnccn1)c1ccccc1 | nt | 0% | 0.32 | 1.1 | 0 | 12 | 85 | 0.24 | -0.1
COc1ccc(C)cc1NC(=O)CN(c1ccccc1)S(C)(=O)=O | -0.11 | 2% | -0.6 | 1 | nt | 2 | 70 | -0.013 | 1.1
COc1cc(OC)c(NS(=O)(=O)c2coc(C(N)=O)c2)cc1Cl | -1.2 | 6% | 0.023 | 1.1 | 1 | 2 | nt | -0.013 | 0.1
CCn1c(C)nc2cc(C(=O)n3cc(C(=O)c4cc(F)ccc4O)cn3)ccc21 | 0.48 | 7% | -0.0027 | 1 | -7 | 7 | 85 | -0.057 | -1.1
Cc1nc2c(o1)CCc1ccccc1C2O (centres undefined) | -0.64 | 2% | -1.1 | 1 | -2 | 11 | 97 | -0.28 | -0.9
CC(C)N(Cc1nc(-c2ccccc2)no1)C(=O)COc1ccccc1 | 0.092 | 8% | -0.54 | 1.1 | 0 | -3 | 101 | 0.59 | 1.4

D1 mod, what is marked active above.
compound	D1 mod	NADH coupling	M1 ag	Autofluor 339	E coli RNAP	HER2 expr 66K	M1 antagonist	5HT1a ag
C=CCc1c(C)c(C#N)c2nc3ccccc3n2c1N1CCN(C)CC1	16*	7%	-0.042	1.1	2	116	1.1	-0.1
CCOc1ccc(Nc2oc(-c3ccco3)nc2C#N)cc1	4*	3%	0.4	1.3	4	99	1.4	-2.2
O=C(Nc1ccccc1C(F)(F)F)N1CCN(c2ccc3nnc(-c4ccc(F)cc4)n3n2)CC1	3.9*	7%	-0.13	1.2	4	30	0.66	1.1

Next section:
SMILES | D1 mod | NADH coupling | M1 ag | Autofluor 339 | Hsp90 block | E coli RNAP | HER2 expr 66K | M1 antagonist | 5HT1a ag
COc1cccc(C(c2nnnn2CS(=O)(=O)c2ccc(C)cc2)N2CCN(C)CC2)c1OC (centres undefined) | -0.19 | 7% | 0.091 | 1 | 0 | -7 | 92 | 0.33 | -2.4
Cc1nc2ccccn2c1C(=O)NCc1cccnc1 | 0.093 | 10% | -0.82 | 1.1 | -1 | 6 | 96 | 1.5 | -3.1
O=C1CC(C(F)(F)C(F)(F)C(F)(F)C(F)F)=Nc2ccccc2N1 | 0.65 | 4% | -0.38 | 0.84 | -2 | 10 | 97 | 0.047 | 0.8
Cc1c(C(O)CN2CCN(Cc3ccc4c(c3)OCO4)CC2)c2ccccc2n1C (centres undefined) | nt | 6% | 0.31 | 0.92 | -2 | 2 | 75 | -2 | -1.4
Cc1ccc(-c2noc(C3CCCN(C(=O)c4c(F)cccc4F)C3)n2)cc1 (centres undefined) | 0.23 | 4% | 0.75 | 1.2 | -4 | 8 | 0.1* | -0.61 | -0.1
O=C(Nc1ccc(Oc2ccccc2)cc1)c1cnc2n(c1=O)CCS2 | -1.6 | 11% | 0.24 | 1.9 | -4 | 4 | 84 | -0.83 | 1.7
c1cc(C2OCCN2CC2COC3(CCCC3)O2)ccn1 (centres undefined) | -0.21 | 2% | -0.63 | 1.1 | -2 | -1 | 80 | 0.37 | -1.1
CCOc1ccc(CCNC(=O)C2CCN(C(=O)N(C)C)CC2)cc1OCC | 0.058 | 5% | -0.032 | 1 | -1 | 4 | 100 | -0.16 | -1.8
CCCCN(CC)CCNC(=O)C1c2cc(OC)c(OC)cc2C(=O)N2CCc3ccccc3C12 (centres undefined) | -1 | 3% | 0.56 | 1.2 | -5 | 3 | 112 | 0.61 | -4.2
CC(C)(C)NC(=O)NC(=O)COC(=O)COc1ccc2c(c1)CCC2 | -0.14 | 2% | 0.51 | 1.1 | -1 | 6 | 115 | -0.37 | -1.0

Compound profiles, from the list above. Values in the order: D1 mod | NADH coupling | M1 ag | Autofluor 339 | Hsp90 block | E coli RNAP | HER2 expr 66K | M1 antagonist | 5HT1a ag
Cc1occc1C(=O)Nc1ccc2c(c1)CCC2 as listed: -2.2 | 3% | 0.87 | 1.1 | -11 | 9 | 144 | -0.14 | -2.1
COC(=O)CC[C@@H](C(=O)O)N1C(=O)c2ccccc2C1=O as listed: -0.62 | 4% | -0.043 | 1.1 | -1 | 5 | 78 | -0.0093 | -3.9

(continued)
SMILES | D1 mod | NADH coupling | M1 ag | Autofluor 339 | Hsp90 block | E coli RNAP | HER2 expr 66K | M1 antagonist | 5HT1a ag
CCOC(=O)N1CCN(C(=O)CN(C2CCCCC2)S(=O)(=O)c2ccc(C)cc2)CC1 | -0.61 | 2% | -0.51 | 1.1 | nt | nt | 102 | -0.18 | -0.6
c1ccc(-c2nc(C3CCCCC3)no2)cc1 | 0.28 | 5% | -0.44 | 1.1 | -1 | 0 | 102 | 0.37 | -1.2
CCOC(=O)C1CCCN(C(=O)c2cc3c(-c4cccc(OC)c4)nn(C)c3s2)C1 (centres undefined) | 2.6 | 3% | 0.5 | 1.1 | -1 | 14 | 115 | -1.2 | -1.9
O=C(CCn1c(=O)[nH]c2ccccc2c1=O)NCCCN1CCN(c2cccc(Cl)c2)CC1 | -1.8 | 1% | -0.027 | 1.1 | -2 | 0 | 83 | -1.1 | 22*
CCOC(=O)c1nnn(CC(=O)Nc2cccc(Cl)c2C)c1C(=O)OCC | -1.3 | 6% | -0.95 | 1.1 | -3 | -3 | 98 | 0.5 | -0.7
COc1cccc(C2C(C(=O)OC(C)C)=C(C)Nc3ncnn32)c1 (centres undefined) | -0.087 | 7% | -0.11 | 1.1 | 0 | 4 | 117 | -0.013 | -2.0
Nc1cccc(C(=O)Nc2ccco2)c1 | nt | 4% | -0.87 | 1.1 | -2 | 4 | 92 | 0.58 | -1.2
Oc1c(CN2CCN(c3ccccn3)CC2)cc(Cl)c2cccnc12 | -1.5 | 6% | -3.1 | 1.1 | 5 | 8 | 53 | -1.9* | -3.3
COc1ccc(-c2nnc(SCc3ccccc3F)o2)cc1OC | 12* | 3% | 0.17 | 1.1 | -3 | -2 | 91 | -0.82 | -1.4
CCn1ncc(C2=NOC(C(=O)Nc3cccnc3)C2)c1C (centres undefined) | 0.49 | 4% | -0.16 | 1.1 | -2 | 2 | 85 | 0.0069 | -2.2
COc1cc(C)c(C(C)C)cc1S(=O)(=O)N1CCOCC1 | 0.065 | 3% | -0.018 | 1.1 | 5 | 7 | 103 | 1.1 | 1.0
Cc1ccccc1-n1nc2c(c1NC(=O)c1c(-c3ccccc3Cl)noc1C)CSC2 | -0.96 | 6% | 0.84 | 1.1 | 4 | 4 | 76 | -0.011 | -6.7
Cc1cc(NC(=O)C2CCCCC2)nc2c1c(=O)oc1ccccc12 | 0.88 | 0% | -0.014 | 1.1 | -4 | 4 | 30 | 0.4 | 2.2
COc1cccc2[nH]c3c(N4CCC(C(N)=O)CC4)ncnc3c12 | -0.77 | 8%[fluoresces] | -0.94 | 3.7* | -7 | -5 | 136 | 0.35 | -4.8
CCOC(=O)c1cnc2ccc(Br)cc2c1NCC(C)O (centres undefined) | 2.6 | 7% | -0.97 | 1 | -3 | 11 | 157 | -0.69 | -1.3
CC(C)(C)c1ccc(S(=O)(=O)N2CCCCC2C(=O)NCc2ccccn2)cc1 (centres undefined) | -0.13 | 1% | -0.85 | 1 | 3 | 9 | 94 | 0.0015 | 0.6
CC(C)CCn1c(CN2CC(C)OC(C)C2)nc2c1c(=O)n(C)c(=O)n2C (centres undefined) | 0.06 | 1% | -0.0055 | 1.1 | -1 | 3 | 110 | 0.68 | -1.2
O=C(CSc1ccc2nnc(-c3cccnc3)n2n1)N1CCc2ccccc21 | -0.24 | 6% | -2.9* | 1 | 0 | 6 | 90 | 0.38 | -0.4

Screens from PubChem.
